aSyn tox rescue: rescues yeast growth from alpha-synuclein toxicity | S. cerevisiae alpha-synuclein toxicity rescue, BacTiter-Glo growth, 24 h | Potency, µM (doses to about 46.1 µM), for inactives: at the highest dose growth rescue (activation), actives largely listed as activators | actives 0.02% (n = 94,000) | AID 1347070; active means well fitted activation curve with a large enough effect; inconclusive means small, poorly fitted or top-dose-only effect; further: 0% is about no effect
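Growth restoration measured by BacTiter-Glo luminescence after 24 hr at 30 deg C; alpha-synuclein yeast, raffinose-pregrown to mid-log, were added at OD600=0.02 in galactose medium onto pinned compounds.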
Starred values were filed as active, the others as inactive; ? = inconclusive; & = joins results of further samples; [ ] = dose if it differs, or a comment. Potency means the concentration at half of the fitted maximal effect. An excerpt. The share of hits here may be higher or lower than overall.

nr	compound	aSyn tox rescue
1	O=C(NN1C(=O)C2C3C=CC(O3)C2C1=O)c1cccc(Br)c1 (stereo unspecified)	-3.1%
2	CCOC(=O)c1ccc(NC2=CC(c3ccc(O)c(OCC)c3)N(c3ccc(C(=O)OCC)cc3)C2=O)cc1 (stereo unspecified)	-12.2%
3	COc1ccc(CCNC(=O)Cn2cc(C(=O)c3ccc(F)cc3)c(=O)c3ccc(C)nc32)cc1OC	-14.6%
4	COc1ccc(CCNC(=O)[C@H](C)N2C(=O)N3CCc4c([nH]c5ccccc45)[C@@]3(C)C2=O)cc1	1.8%
5	CCc1ccc(S(=O)(=O)c2nnn3c2nc(N2CCCC(C)C2)c2cc(Cl)ccc23)cc1 (stereo unspecified)	3.8%
6	CCN(CC)CCNC(=O)CN1C(=O)COc2ccc(S(=O)(=O)N3CCOCC3)cc21	-8.5%
7	O=C(CC1C(=O)NCCN1Cc1ccoc1)NCCCn1ncc2ccccc21 (stereo unspecified)	5.6%
8	CC(C)c1nc(SCC(=O)c2c[nH]c3ccccc23)n[nH]1	-9.9%
9	CC1CCCC(NC(=O)CCCCCn2c(=S)[nH]c3ccsc3c2=O)C1C (stereo unspecified)	2.9%
10	COc1ccc(-c2nc(S(=O)(=O)c3ccccc3)c(N3CCCC3)o2)cc1	2.9%
11	O=C1CN(S(=O)(=O)c2ccc(Cl)cc2C(F)(F)F)CCN1	1.7%
12	COc1ccccc1-c1nc2c(c(SCc3cccc(Cl)c3)n1)Cc1c(CO)cnc(C)c1O2	1.7%
13	COc1ccc(-c2ccc(CNCCCSc3nnnn3C)o2)cc1Cl	-0.1%
14	CCOC(=O)C1CCN(C(=O)C2COc3ccccc3C2)CC1 (stereo unspecified)	-6.9%
15	CCC(C)NC(=O)C1CCN(C(=O)c2cc3sccc3n2Cc2ccc(Cl)cc2)CC1 (stereo unspecified)	-27.7%
16	COc1ccccc1NC(=O)N1CCC(CN2CCc3ccccc3C2)CC1	-6.0%
17	COc1ccc(NS(=O)(=O)c2cc3c4c(c2)CC(=O)N4CCC3)cc1Cl	-3.4%
18	CC(=O)c1ccc(O)c(CC=C(C)C)c1	4.9%
19	COc1cccc(NC(=O)C(=O)NCCCN2CCCC2=O)c1	-6.4%
20	Cc1ccc2c(c1)c(=O)c1ccccc1n2CCCC(=O)Nc1ccc(C)c(F)c1	-14.1%
21	Cc1ccc(NC(=O)Cn2nnc(-c3ccc4c(c3)OCO4)n2)cc1F	-6.8%
22	Cc1nn(CC(=O)NC(C)C)c(C)c1[N+](=O)[O-]	0.2%
23	COc1ccc(NC(=O)C[C@H]2C(=O)N(Cc3ccccc3)C[C@@H]2CSC)cc1	-1.6%
24	CCC(Cn1nnc2ccccc2c1=O)NC(=O)Nc1ccccc1Cl (stereo unspecified)	-0.3%
25	COc1cccc(NC(=O)N2CCN(S(C)(=O)=O)CC2)c1	-4.3%
26	O=C(Nc1ccc(F)c(Cl)c1)c1cc(-c2ccco2)on1	-5.5%
27	CCn1c(SCC(=O)O)nnc1-c1ccc2[nH]c(C)c(C)c2c1	-2.9%
28	Cc1cc(=O)n(CC(=O)Nc2ccc(Cl)c(Cl)c2)c(-n2nc(C)cc2C)n1	9.8%
29	CSc1ncnc2c1ncn2CCCNC1CCN(Cc2ccccc2)CC1	7.8%
30	Oc1ccc(N2CCN(CC(O)c3ccccc3)CC2)cc1 (stereo unspecified)	-2.4%
31	C/C(=N/NC(=O)c1sc(NS(=O)(=O)c2ccc(C)cc2)nc1C)c1sc(N)nc1C	-9.1%
32	COc1ccccc1CCNC(=O)CCc1c(C)c2cc3c(C)c(C)oc3cc2oc1=O	-11.1%
33	O=C(Nc1cccc(F)c1)c1ccc(-c2ccccc2)s1	-6.1%
34	CC(=O)N1CCc2c(sc3c2c(=O)n(-c2ccccc2)c(=O)n3CC(=O)Nc2ccccc2C)C1	-11.8%
35	CCOc1ccc(C(=O)N2CCC(c3nc(-c4ccc(S(=O)(=O)N5CCCC5)cc4)no3)CC2)cc1	-3.8%
36	C[C@@H]1CCCCO[C@@H](CN(C)S(=O)(=O)c2cn(C)cn2)[C@@H](C)CN([C@H](C)CO)C(=O)c2cc(N(C)C)ccc2O1	-6.5%
37	COc1ccc2c(c1)sc1ncc(C(=O)NCc3ccc(OC(C)C)cc3)c(=O)n12	-3.5%
38	Cc1cc(C)c(NS(=O)(=O)c2ccc(-c3coc(C)n3)cc2)c(C)c1	6.1%
39	Cc1cccc(C(=O)NCCc2csc(C)n2)c1	-0.3%
40	C[C@H]1CN([C@@H](C)CO)C(=O)c2cc(Br)cnc2O[C@H]1CN(C)Cc1ccccc1C(=O)O	8.1%
41	Cc1ccc(CNC(=O)c2cc3c(s2)-c2c(C)cccc2OC3)cc1	6.0%
42	CCN(CCO)Cc1csc2ccccc12	5.0%
43	O=C(O)Cc1csc(-c2cccc(Oc3ccccc3)c2)n1	24.8%&10.7%
44	O=C(CSc1nc2ccc(NC(=O)c3ccccc3C(=O)O)cc2s1)Nc1c(Cl)cccc1Cl	4.8%
45	CC(=O)Nc1nc2cc3c(cc2s1)OCCO3	-1.3%
46	COc1ccc(Nc2ccc(OC)cc2)cc1	-8.1%
47	Cc1cc(C)cc(NS(=O)(=O)c2ccc3[nH]cc(C(=O)N4CCCCC4)c(=O)c3c2)c1	1.1%
48	CCOC(=O)n1cc(C(=O)c2ccccc2O)cn1	3.0%
49	Cc1cc(C)c(OCC(=O)N/N=C/c2ccc3c(c2)OCO3)c(C)c1	-13.2%
50	CCOCCCn1c(=N)c(S(=O)(=O)c2ccc(C)cc2)cc2c(=O)n3cc(C)ccc3nc21	-0.6%

(list continues)
nr	compound	aSyn tox rescue
51	Cc1cc(C)cc(NC(=O)CSc2oc(-c3ccco3)nc2S(=O)(=O)c2ccc(Cl)cc2)c1	-9.0%
52	COc1ccc(NC(=O)c2cc(-c3ccco3)on2)cc1	-37.2%[inhibitor]
53	O=C(CSc1c2c(nc3ccc(Cl)cc13)CCCC2)N1CCN(C(=O)c2ccco2)CC1	7.2%
54	Cc1ccc(S(=O)(=O)N2CCN(C(=O)CCC(=O)NCc3cccc(C(F)(F)F)c3)CC2)cc1	2.2%
55	Cc1ccc(CNC(=O)c2ccccc2NC(=O)CN2CC(C)OC(C)C2)cc1 (stereo unspecified)	5.2%
56	CC(=O)c1ccc(NC(=O)Cn2c3ncccc3c(=O)n2-c2ccc(C)cc2)cc1	-9.1%
57	CCc1cccc(NC(=O)c2nc(-c3ccncc3)no2)c1	-18.3%
58	COc1cccc(-c2nnc3n(Cc4ccc(C)cc4)c(=O)c4ccccc4n23)c1O	-10.1%
59	COc1ccc(NC(=O)CSc2n[nH]c(=O)n2Cc2ccccc2)cc1Cl	10.7%
60	O=C1C(c2ccc(F)cc2)N(CCc2ccccc2)C(=O)CN1C1CCCCCC1 (stereo unspecified)	2.5%
61	CCOc1ccccc1NC(=O)CSc1nnc(C2CC2)n1CC	2.8%
62	Cc1ccc2c(c1)cc1c(=O)n(Cc3ccc(Cl)cc3)nc(C)n12	6.8%
63	O=C(Nc1nnc(S(=O)(=O)N2CCCC2)s1)c1ccccc1F	-2.1%
64	COc1cc(C(=O)OCc2cc(=O)n3ccsc3n2)cc(OC)c1OC	-3.4%
65	O=C(OCc1ccccc1)N1CCC2CC1c1cc(N3CCN(S(=O)(=O)c4cc(Cl)cc(Cl)c4)CC3)ccc12 (stereo unspecified)	-4.1%
66	CCOC(=O)c1c(S(=O)(=O)N2CCCC(C(=O)N3CCN(c4cccc(C)c4C)CC3)C2)c(C)n(C)c1C (stereo unspecified)	2.9%
67	CCOc1ccccc1C(=O)Nc1ccc(S(=O)(=O)N(Cc2ccccc2)c2ccccc2)cc1	-15.4%
68	Cc1cccc(NC(=O)c2ccc(F)c(S(=O)(=O)N3CCN(c4ccc(F)cc4)CC3)c2)c1	9.6%
69	CCN1CCN(c2c(S(=O)(=O)c3ccc(C)c(C)c3)cnc3ccc(F)cc23)CC1	-7.4%&11.2%
70	C[C@@H]1CN([C@H](C)CO)C(=O)CCCn2nncc2CO[C@H]1CN(C)C(=O)C1CC1	-1.5%

Next part (five carried over from the part before).
nr	compound	aSyn tox rescue
66	CCOC(=O)c1c(S(=O)(=O)N2CCCC(C(=O)N3CCN(c4cccc(C)c4C)CC3)C2)c(C)n(C)c1C (stereo unspecified)	2.9%
67	CCOc1ccccc1C(=O)Nc1ccc(S(=O)(=O)N(Cc2ccccc2)c2ccccc2)cc1	-15.4%
68	Cc1cccc(NC(=O)c2ccc(F)c(S(=O)(=O)N3CCN(c4ccc(F)cc4)CC3)c2)c1	9.6%
69	CCN1CCN(c2c(S(=O)(=O)c3ccc(C)c(C)c3)cnc3ccc(F)cc23)CC1	-7.4%&11.2%
70	C[C@@H]1CN([C@H](C)CO)C(=O)CCCn2nncc2CO[C@H]1CN(C)C(=O)C1CC1	-1.5%
71	O=C(CSc1ccc(-c2ccccn2)nn1)Nc1ccc(F)c(F)c1	?
72	CCOC(=O)c1c(NC(=O)/C=C/c2ccc(Cl)cc2)sc2c1CCC(C)C2 (stereo unspecified)	2.0%
73	COc1cc(C(=O)Nc2cc(C)c(O)c(-c3nc4cc(Cl)ccc4o3)c2)cc(OC)c1OC	-3.6%
74	O=c1[nH]cc(S(=O)(=O)N2CCN(c3ccccc3F)CC2)c(=O)[nH]1	0.9%
75	Cc1cccc(OCc2ccc(C(=O)Nc3cc(C)on3)o2)c1	6.8%
76	CN(Cc1ccc(F)cc1)S(=O)(=O)c1nnc(NC(=O)c2ccc(F)cc2)s1	-2.9%
77	CC(C)CC(=O)N1CCC(O)(CS(=O)(=O)c2ccc(Cl)c(Cl)c2)CC1	-3.1%
78	CCCC(=O)N1CCc2cc(OC)c(OC)cc2C1COc1ccc(C(=O)OC)cc1 (stereo unspecified)	-6.5%
79	Cc1ccc(OCC(=O)Nc2nonc2-c2ccc(C)c(C)c2)cc1C	-6.6%
80	CC(C)c1ccc(N2C(=O)CSC23C(=O)N(Cc2cccc(F)c2)c2ccccc23)cc1 (stereo unspecified)	-7.9%
81	CC(C)c1ccc(NC(=O)C2CCCN(S(=O)(=O)c3cccc4nsnc34)C2)cc1 (stereo unspecified)	1.2%
82	COC(=O)C(Cc1ccccc1)NC(=O)CNC(=O)c1sc2ccccc2c1Cl (stereo unspecified)	2.2%
83	COc1ccc2c(c1)CCc1c(C(=O)Nc3c(C)nn(Cc4ccccc4C)c3C)noc1-2	-13.3%
84	Nc1ccccc1/C=N\N=C/c1ccccc1N	1.5%
85	Cc1nc(-c2ccccc2)c(Cc2ccccc2O)c(=O)[nH]1	-2.6%
86	CCCCCCn1c(=O)n2n(c1=O)C[C@]1(OC(=O)NCc3ccccc3F)CN(S(=O)(=O)c3ccc(C)cc3)C[C@]1(O)C2	10.1%
87	CN(C)c1ccc(C(O)P(=O)(OC2CCCCC2)OC2CCCCC2)cc1 (stereo unspecified)	3.2%
88	COc1cccc(-n2c(=O)c3sc4ccccc4c3n(CC(=O)Nc3ccccc3OC)c2=O)c1	-7.2%
89	COc1ccc(NC(=O)c2c(NC(=O)C(F)(F)F)sc3c2CCCCC3)cc1	6.3%
90	COc1cccc(-n2ccnc2SCC(=O)Nc2nc3ccc(C)cc3s2)c1	-14.4%
91	Cc1ccc2nc(-c3cc(-c4ccccc4)no3)cn2c1	2.3%
92	CCCCCCNc1ncnc2c1sc1nc(N3CCOCC3)c3c(c12)CCCC3	8.5%
93	Cc1ccc(NC(=O)Cn2ccn(-c3ccccc3)c(=O)c2=O)cc1	5.9%
94	COc1ccc(-n2nc(C(=O)N3CCN(c4cccc(C)c4)C(C)C3)c3c4ccccc4n(C)c3c2=O)cc1Cl (stereo unspecified)	-11.1%
95	COC(=O)C1CCN(C(=O)CSc2nc3nc(C)cc(C)n3n2)CC1	3.4%
96	Cc1ccc(S(=O)(=O)N2CCOCC2)cc1NC(=O)COC(=O)COc1ccc(C#N)cc1	-2.6%
97	Cc1c(-n2cc(C(=O)c3cc(F)ccc3O)cc(C#N)c2=O)c(=O)n(-c2ccccc2)n1C	6.8%
98	C[C@H]1CN([C@@H](C)CO)S(=O)(=O)c2ccc(Br)cc2O[C@H]1CN(C)C(=O)NC1CCCCC1	7.3%
99	O=c1c(S(=O)(=O)c2ccccc2)cn(Cc2cccc(F)c2)c2cc(N3CCOCC3)c(F)cc12	3.4%
100	CC(C)(C)C(=O)Nc1ccc(Cl)c(-c2nc3ccccc3[nH]2)c1	1.6%

3 entries already listed, ordered by SMILES length, ascending.
nr	compound	aSyn tox rescue
91	Cc1ccc2nc(-c3cc(-c4ccccc4)no3)cn2c1	2.3%
92	CCCCCCNc1ncnc2c1sc1nc(N3CCOCC3)c3c(c12)CCCC3	8.5%
96	Cc1ccc(S(=O)(=O)N2CCOCC2)cc1NC(=O)COC(=O)COc1ccc(C#N)cc1	-2.6%

(next part)
nr	compound	aSyn tox rescue
101	O=C(c1ccc2c(c1)CCC2)N1CCN(Cc2c(F)cccc2Cl)CC1	8.4%
102	CCCCN(C)c1ncnc2c1cnn2-c1cccc(Cl)c1	-12.2%
103	CS(=O)(=O)c1ncc(Cl)c(C(=O)Nc2c(C(=O)c3ccc(Cl)cc3)oc3ccccc23)n1	-11.9%
104	O=C(COc1cccnc1[N+](=O)[O-])NCc1cccs1	-6.7%
105	Cc1ccc(NC(=O)CN2C(=O)CC(c3ccc(C)c(C)c3)=Nc3ccccc32)cc1	-22.1%
106	CCC(Sc1nnc(-c2ccco2)n1C)C(=O)Nc1nnc(C)s1 (stereo unspecified)	14.8%
107	COc1cc(OC)c(Nc2ncnc3onc(-c4cccc(Cl)c4)c23)cc1Cl	-5.3%
108	COc1ccc(NC(=O)CCNS(=O)(=O)c2ccc3c(c2)CCCC(=O)N3)cc1Cl	-2.8%
109	COc1cccc(CNC(=O)c2sc3nc[nH]c(=O)c3c2C)c1	1.7%
110	Cc1cccc(-c2nc3scc(CCNS(=O)(=O)c4ccc(F)cc4C)n3n2)c1	0.7%
111	O=C(CCNC(=O)c1ccc([N+](=O)[O-])cc1)Nc1cc(C(F)(F)F)ccc1N1CCOCC1	-3.8%
112	Cc1cc(C)n2nc(CNS(=O)(=O)c3ccc(F)cc3)nc2n1	6.6%&-12.5%
113	COc1ccc(NCc2cc3cc4c(cc3n(CC(=O)Nc3cc(C)ccc3C)c2=O)OCCO4)cc1	1.0%

From PubChem
